MEKK2wt PB1 HTS: modulators of MEK5 binding to wildtype MEKK2, primary screen, biochemical, multiplex bead flow cytometry, Alexa488-MEK5; actives 1.1% (n = 290,000); Mitogen-activated protein kinase kinase kinase 2 (Homo sapiens), Q9Y2U5; Alexa488-MEK5 binding to MEKK2 WT; actives lie on both sides; binding response (% of control), % at 10 µM; AID 1531, 2009; in the data active means binding response below about 67% or above about 130%
PfM18AAP inh: PfM18AAP inhibitors, malaria aminopeptidase, primary screen, biochemical, QFRET, recombinant enzyme. M18 aspartyl aminopeptidase (Plasmodium falciparum 3D7). inhibition, % at 7.35 µM. actives 1.2% (n = 290,000). AID 1822, 2009. H-Glu-NHMec fluorogenic cleavage;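 active means inhibition above the campaign mean inhibition over all tested compounds plus 3 SD, cut at about 28% in these data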;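 further: 0% = plate median of test compound wells and 100% = 2 mM ZnCl2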
NS3 helicase inh: inhibitors of HCV NS3 helicase, primary screen, biochemical, Cy5 molecular beacon fluorescence. NS3 helicase DNA unwinding. AID 1800, 2009. inhibition, % at 10.9 µM. actives 0.56% (n = 290,000). Hepatitis C virus NS3 helicase;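 active means inhibition above the mean of all tested compounds plus 3 SD, set per campaign, cut at about 35% in these data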;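 further: 0% = DMSO wells and 100% = thioflavine S control wells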
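Assay system: hepatitis C virus NS3 helicase domain fragment enzyme. Also added: annealed dual-labelled DNA beacon duplex, ATP-started. Timing: 1 h reaction at 25 °C, ATP-initiated. Technique: Cy5 fluorescence at 0 and 60 min, beacon hairpin quenching. Evaluation: % inhibition of unwinding. Replication: one well per compound.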
MEKK2mut PB1 HTS: MEK5 binding signal on mutant MEKK2 PB1, primary screen, biochemical, multiplex bead flow cytometry, Alexa488-MEK5; actives 0.35% (n = 290,000); percent response, % at 10 µM; Alexa488-MEK5 binding to MEKK2 mutant; AID 1530, 2009; in the data active means percent response above about 24%, passing the limit was not always enough; further: inactives centre near 1; some results filed as inactive read as strong as hits
NALP1 yeast inh: NALP1 inflammasome inhibitors in reconstituted yeast, colorimetric, S. cerevisiae, triplicate retest; actives 0.61% (n = 280,000); inhibition, % at 10 µM; AID 2071, 2009; S. cerevisiae NALP1/ASC/caspase-1 growth, X-gal OD620, 72 h; in the data active means inhibition mostly above about 24%, no sharp cut-off; inactive means mostly below about 32%; further: some compounds called inactive have numbers as strong as hits
UBC9 SUMO inh: inhibitors of in vitro SUMOylation cascade, primary screen, biochemical, HTRF, uHTS | SUMO-conjugating enzyme UBC9 (Homo sapiens), P63279 | HTRF SUMOylation assay, SAE1/SAE2 + UBC9 | inhibition, % at 35 µM | actives 0.36% (n = 290,000); in the data active means inhibition above about 50%, passing the limit was not always enough; further: strong numbers were not always called active
Target sequence (P63279 whole entry, looked up): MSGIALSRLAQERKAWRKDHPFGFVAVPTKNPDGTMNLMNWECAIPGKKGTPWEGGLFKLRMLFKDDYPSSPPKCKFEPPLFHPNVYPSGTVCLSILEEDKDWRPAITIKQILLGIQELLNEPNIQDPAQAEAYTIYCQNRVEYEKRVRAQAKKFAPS
IMP-1 inh: IMP-1 metallo-beta-lactamase inhibitors, primary screen, biochemical, epi-absorbance readout, Pseudomonas aeruginosa enzyme; metallo-beta-lactamase IMP-1 (Pseudomonas aeruginosa); purified IMP-1, nitrocefin hydrolysis, epi-absorbance fluorescence; inhibition, % at 5.6 µM; actives 0.45% (n = 290,000); AID 1556, 2009;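 active means inhibition above the mean plus 3 SD of all compounds in the same screening run, cut at about 4.5% in these data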;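 further: 0% = IMP-1 with DMSO and 100% = DMSO wells lacking enzyme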
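Assay system: purified recombinant IMP-1 beta-lactamase. Input: IMP-1 0.2 nM before substrate addition. Buffer or medium: Zinc- and detergent-supplemented HEPES buffer, pH 7.1. Schedule: 25 °C, 15 min preincubation, 25 min reaction. Signal: Epi-absorbance fluorescence, 480 nm excitation, 530 nm emission. Evaluation: percent inhibition from optical density relative to buffer-blank wells.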
VIM-2 inh: VIM-2 metallo-beta-lactamase inhibitors, primary screen, biochemical, epi-absorbance readout, Pseudomonas aeruginosa enzyme. purified VIM-2, nitrocefin hydrolysis, epi-absorbance fluorescence. inhibition, % at 5.6 µM. actives 0.89% (n = 290,000);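 active means inhibition above the mean of all tested compounds plus 3 SD, cutoff set per screening run, cut at about 7.5% in these data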;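 further: red hydrolysis product quenches plate fluorescence so inhibitors raise well fluorescence; 0% = enzyme with DMSO and 100% = DMSO without enzyme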
FID counter: compounds displacing fluorescent DNA intercalator, primary screen, artefact control for HCV NS3 helicase inhibitor project, biochemical, FID fluorescence; DNA fluorescent intercalator displacement; AID 1845, 2009; inhibition, % at 7.9 µM; actives 0.17% (n = 290,000); in the data active means inhibition above about 37%;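 further: 0% = vehicle and 100% = reference compound; higher means more ethidium bromide displaced from hairpin DNA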
* marks the source's active call; other numbers are inactive results; · = not tested or not shown.

canonical_smiles,MEKK2wt PB1 HTS,PfM18AAP inh,NS3 helicase inh,MEKK2mut PB1 HTS,NALP1 yeast inh,UBC9 SUMO inh,IMP-1 inh,VIM-2 inh,FID counter
COc1ccccc1NC(=O)CCN1CCN(C)CC1,101,-9,6,4,21,11,-4.6,-2.9,18
CC1CCc2nc(NC(=O)C3CCCO3)sc2C1 (centres undefined),106,2,-2,10,33*,1,-0.9,-2.6,-4
C/C(=N\NC(=O)c1ccco1)c1ccc(NC(=O)c2ccccc2)cc1,102,-1,2,1,8,-2,-4.0,-1.7,-2
O=C(NCCc1csc(-c2ccccc2)n1)c1ccc(Br)o1,100,1,2,3,49,17,-4.1,-4.2,-23
CCN(C(=O)c1cc2c(s1)-c1ccccc1OC2)c1cc(OC)ccc1OC,96,7,-6,-1,13,-19,-1.7,0.4,-34
Cc1ccccc1-c1nc(CS(=O)(=O)CC(=O)NCCCN2CCN(C)CC2)c(C)o1,99,1,4,0,20,6,-3.5,-2.1,13
COc1ccc(NS(=O)(=O)c2cc3c(cc2C)N(C(C)=O)CCO3)cc1OC,100,1,7,-1,8,4,-2.4,-1.0,-14
COC(=O)Cc1ccc(NC(=S)NNC(=O)C2CC2)cc1,98,8,7,0,·,-4,-3.9,-3.5,-7
CCc1ccc(NC(=O)CC2C(=O)NCCN2C(=O)c2ccc(F)cc2)cc1 (centres undefined),105,4,2,4,25,8,-2.0,-3.3,-21
O=C1CCN(Cc2ccc(O)cc2)CCN1[C@H](CO)c1ccccc1,105,-6,9,0,28,-2,-3.1,-1.1,-5
CCCn1c(C(C)NC(C)=O)nc2ccccc21 (centres undefined),107,2,4,0,·,0,-4.6,-1.8,1
CC(Oc1ccc(Br)cc1)C(=O)N1CCN(c2ccccn2)CC1 (centres undefined),105,-2,12,4,10,5,-0.8,-3.2,-52
Cc1ccc(NC(=O)NC(=O)N(C(C)C)S(C)(=O)=O)nc1,95,-9,-6,-3,·,-8,-0.2,1.6,-1
CCCCCn1c(CN2CCN(Cc3ccccc3)CC2)nc2c1c(=O)n(C)c(=O)n2C,97,-6,-11,-4,16,-4,-8.3,-1.0,-5
COc1ccc(N2CCN(CCNC(=O)CCC(=O)NNc3nc4ccccc4c4nc(C)nn34)CC2)cc1,103,14,-5,1,17,-2,2.9,-3.0,-7
O=C(c1c[nH]c2ccc(S(=O)(=O)N3CCOCC3)cc2c1=O)N1CCN(c2ccccn2)CC1,105,-1,-2,3,32,15,-2.3,-3.2,-12
Cc1ccc(SCC(=O)O/N=C(\N)c2cccc([N+](=O)[O-])c2)cc1,·,-1,0,·,2,-6,-0.7,1.9,9
COCCNC(=O)C(c1ccc(F)cc1)N(CCOC)C(=O)CCC(=O)Nc1ccccn1 (centres undefined),97,-4,12,-5,30,1,0.8,-0.9,-25
CC(C)CC(=O)NCc1ccc(F)cc1,110,-7,-1,-2,-3,25,-1.8,-3.1,5
Cc1ccc(CSC2=NCCN2C(=O)C(C)Oc2ccccc2)cc1 (centres undefined),109,-1,-6,1,25,-3,-3.1,-2.1,-11
COc1ccc(OC)c(-c2csc(N(CC3CCCO3)C(=O)Cc3ccccc3)n2)c1 (centres undefined),92,-10,5,-4,-6,-18,-2.0,-0.9,-7
CCOC(=O)/C(C#N)=C/Nc1cc(C(=O)OCC)cc2c(OC)c(OC)ccc12,96,-2,-4,3,5,13,-2.6,-3.2,0
O=C(Nc1ccc(O)c2c(=O)cc(-c3ccccc3Cl)oc12)c1ccc(Cl)c(Cl)c1,99,·,·,1,-24,-15,·,·,·
CCOc1cc(C(=O)NCC(=O)N2CCC3(CC2)NCCc2[nH]cnc23)cc(OCC)c1OCC,97,-1,2,-1,30,·,-1.9,-0.2,20
CSc1ccccc1C(=O)N1CCOCC1,96,10,-2,-3,2,4,1.5,-1.2,1

Rewritten field by field: entries from further up.
SMILES: CC(C)CC(=O)NCc1ccc(F)cc1
  MEKK2wt PB1 HTS = 110 | PfM18AAP inh = -7 | NS3 helicase inh = -1 | MEKK2mut PB1 HTS = -2 | NALP1 yeast inh = -3 | UBC9 SUMO inh = 25 | IMP-1 inh = -1.8 | VIM-2 inh = -3.1 | FID counter = 5

SMILES: Cc1ccc(CSC2=NCCN2C(=O)C(C)Oc2ccccc2)cc1 (centres undefined)
  MEKK2wt PB1 HTS = 109 | PfM18AAP inh = -1 | NS3 helicase inh = -6 | MEKK2mut PB1 HTS = 1 | NALP1 yeast inh = 25 | UBC9 SUMO inh = -3 | IMP-1 inh = -3.1 | VIM-2 inh = -2.1 | FID counter = -11

SMILES: COc1ccc(OC)c(-c2csc(N(CC3CCCO3)C(=O)Cc3ccccc3)n2)c1 (centres undefined)
  MEKK2wt PB1 HTS = 92 | PfM18AAP inh = -10 | NS3 helicase inh = 5 | MEKK2mut PB1 HTS = -4 | NALP1 yeast inh = -6 | UBC9 SUMO inh = -18 | IMP-1 inh = -2.0 | VIM-2 inh = -0.9 | FID counter = -7

Next results.
Structure,MEKK2wt PB1 HTS,PfM18AAP inh,NS3 helicase inh,MEKK2mut PB1 HTS,NALP1 yeast inh,UBC9 SUMO inh,IMP-1 inh,VIM-2 inh,FID counter
CCOc1cc(CN2CCCC(CNC(=O)c3ccc(F)cc3)C2)ccc1OC (centres undefined),106,0,-3,-1,·,-7,-2.9,-2.4,6
CN(C)c1ccc(NC(=O)CN2CCC(N3CCCCC3)CC2)cc1,116,-4,4,6,18,17,-6.5,-3.9,12
COc1ccc(S(=O)(=O)N2CCC(C(=O)N3CCOCC3)CC2)cc1,112,2,1,15,6,-8,1.0,-3.2,-1
Cc1sc2ncnc(N(C)C3CCCCC3)c2c1C,99,-1,8,-5,-26,-5,-1.4,-0.7,-24
Cc1cc(-c2[nH]nc3c2C(c2cccc(O)c2)C(C#N)=C(N)O3)c(C)s1 (centres undefined),81,-10,-5,-13,8,14,6.8*,3.0,-8
CCN(CC)CCC(c1ccc(N(C)C)cc1)c1c(O)cc(OC)cc1OC (centres undefined),138*,·,·,4,15,2,·,·,·
CN(c1ccc(C(=O)Nc2cccnc2)cc1)S(=O)(=O)c1ccccc1,100,-4,2,0,4,6,-2.6,-1.7,-18
COC(=O)c1ccccc1NC(=O)C1(S(=O)(=O)c2ccc(Cl)cc2)CC1,94,-3,8,-4,23,-3,-2.6,-1.6,-29
CCn1cc(C(=O)N[C@@H](CCSC)C(=O)NCCOC)c(=O)c2cc3c(cc21)OCO3,103,1,-1,1,7,-10,-1.9,3.7,-19
N#C/C(=C\c1ccc(O)c([N+](=O)[O-])c1)c1nc2ccccc2s1,94,7,24,-2,-1,22,-0.3,-1.5,-21
O=[N+]([O-])c1ccccc1/C=C/CN1CCCCC1CO (centres undefined),104,1,-1,5,8,-8,-2.8,-2.1,1
COc1ccc(C(=O)Nc2c(-c3ccccc3)nc3ccccn23)c(OC)c1,92,-4,21,-19,-8,23,-0.7,-0.2,-20
COc1ccccc1C(=O)NNC(=O)C12CC3CC(CC(C3)C1)C2,91,6,14,-1,-1,4,-2.8,-3.8,-14
CC(Sc1ccccc1)C(=O)Nc1ccc(S(=O)(=O)N2CCOCC2)cc1 (centres undefined),103,-6,1,3,-13,-1,-4.3,-3.0,-1
CC(C)[C@H](NC(=O)Nc1ccccc1F)C(=O)O,103,0,-4,10,35,-9,-2.5,-0.1,1
CC(=O)N1CC(C)Sc2ccc(S(=O)(=O)NCCc3ccccc3)cc21 (centres undefined),107,4,-14,5,-9,3,-2.2,-4.1,-33
CCCN(CCC)CCNS(=O)(=O)c1ccc2c(c1)CCN2C(=O)C1CCC1,94,-3,3,1,7,-1,-2.4,-1.3,12
COc1cc(C(=O)Nc2ccc3nc4n(c(=O)c3c2)CCCC4)ccc1Br,112,-3,5,11,-8,12,-1.7,-2.2,-19
CSc1nc2nc3c(cc2c(=O)n1-c1ccccc1C)COC(C)(C)C3,99,-2,-6,-1,-7,1,-3.1,-3.1,-34
O=C(OCCN1CCCCC1)c1ccccc1F,110,1,10,7,13,6,-1.9,-4.2,-1
O=C(C1CCCN(S(=O)(=O)c2ccc(Cl)cc2)C1)N1CCCC1 (centres undefined),102,-5,1,-4,18,-6,0.8,-1.4,-11
O=C(CSc1ccc(-c2ccco2)nn1)N1CCCC1,86,-2,7,-12,16,34,-3.7,-0.5,6
O=S(=O)([N-]c1nc2ccccc2nc1-[n+]1ccccc1)c1ccccc1,109,-1,5,3,33,4,-1.4,0.5,11
